Bioassay records deposited in PubChem BioAssay by National Center for Advancing Translational Sciences (NCATS).
KDM5B inhibitor = Primary screen for KDM5B Histone Demethylases FDH-coupled qHTS | Lysine-specific demethylase 5B (Homo sapiens), Q9UGL1 | KDM5B demethylase, FDH-coupled NADH fluorescence (FDH is formaldehyde dehydrogenase) | Potency, µM (series often up to 57.7 µM), for the others: at the top dose activity change, negative = inhibition, actives largely listed as inhibitors | 2.6% of 220,000 active | AID 1347165, 2019; active means well fitted inhibition curve with a large enough effect; inconclusive means small, poorly fitted or top-dose-only effect; inactive means no such curve, though single readings can be large or run the other way; further: 0% is about no effect; nearly all actives have a fitted effect of over 70% in size
Target sequence (Q9UGL1 whole entry, looked up): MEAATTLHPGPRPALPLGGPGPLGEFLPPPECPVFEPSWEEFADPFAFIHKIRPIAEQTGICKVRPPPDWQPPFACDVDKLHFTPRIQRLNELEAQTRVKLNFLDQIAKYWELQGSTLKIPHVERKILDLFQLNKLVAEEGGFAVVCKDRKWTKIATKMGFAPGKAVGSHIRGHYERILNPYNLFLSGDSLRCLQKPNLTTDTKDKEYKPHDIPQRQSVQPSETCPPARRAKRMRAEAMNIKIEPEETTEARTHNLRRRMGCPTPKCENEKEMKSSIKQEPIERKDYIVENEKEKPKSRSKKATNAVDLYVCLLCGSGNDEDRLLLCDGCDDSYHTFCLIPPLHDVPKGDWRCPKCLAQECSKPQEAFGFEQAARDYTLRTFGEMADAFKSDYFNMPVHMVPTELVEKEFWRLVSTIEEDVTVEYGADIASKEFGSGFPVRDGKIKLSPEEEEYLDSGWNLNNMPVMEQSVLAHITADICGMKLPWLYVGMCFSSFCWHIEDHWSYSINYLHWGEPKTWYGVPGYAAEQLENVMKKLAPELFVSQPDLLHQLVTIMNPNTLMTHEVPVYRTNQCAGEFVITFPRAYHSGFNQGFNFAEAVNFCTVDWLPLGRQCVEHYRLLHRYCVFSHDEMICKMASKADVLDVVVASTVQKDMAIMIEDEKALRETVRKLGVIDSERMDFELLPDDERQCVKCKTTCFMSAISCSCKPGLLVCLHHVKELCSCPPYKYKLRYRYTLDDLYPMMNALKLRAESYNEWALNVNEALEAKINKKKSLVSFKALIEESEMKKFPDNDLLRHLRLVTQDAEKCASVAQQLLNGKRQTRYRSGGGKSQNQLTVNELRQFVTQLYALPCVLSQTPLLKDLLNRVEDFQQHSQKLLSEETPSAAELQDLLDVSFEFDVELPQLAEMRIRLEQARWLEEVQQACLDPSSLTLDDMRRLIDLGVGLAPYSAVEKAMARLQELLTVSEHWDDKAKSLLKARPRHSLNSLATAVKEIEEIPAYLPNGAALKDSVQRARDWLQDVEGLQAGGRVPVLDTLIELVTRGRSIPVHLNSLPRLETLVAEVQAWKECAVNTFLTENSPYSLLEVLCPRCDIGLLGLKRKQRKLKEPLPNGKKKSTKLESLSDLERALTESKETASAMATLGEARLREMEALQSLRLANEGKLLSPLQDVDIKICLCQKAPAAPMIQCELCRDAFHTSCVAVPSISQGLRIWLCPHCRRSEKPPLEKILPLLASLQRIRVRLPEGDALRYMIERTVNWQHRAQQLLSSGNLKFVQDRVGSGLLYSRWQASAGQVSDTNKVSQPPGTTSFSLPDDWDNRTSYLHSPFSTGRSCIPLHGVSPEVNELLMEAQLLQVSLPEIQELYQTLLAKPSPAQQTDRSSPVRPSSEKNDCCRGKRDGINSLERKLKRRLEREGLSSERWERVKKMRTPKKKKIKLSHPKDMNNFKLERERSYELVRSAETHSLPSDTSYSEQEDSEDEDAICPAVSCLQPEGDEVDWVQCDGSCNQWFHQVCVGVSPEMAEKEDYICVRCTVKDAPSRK
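Here, H3K4me3 peptide (12.5 µM in substrate mix) is demethylated by KDM5BΔAP, 200 nM final, after 10 min compound exposure. Formaldehyde product is coupled through FDH (0.25 U/mL in mix) to NADH fluorescence; 30-min ΔRFU feeds dose-response curves.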
The depositor's hits bear a star; i = inactive; ? = inconclusive; [ ] = dose if it differs, or a comment. Potency means the concentration at half of the fitted maximal effect. Some of the compounds tested; count on the stated rates, not on these rows.

SMILES	KDM5B inhibitor
CC(C)c1ccc(CN2CC(CNC(=O)c3cnn(C)c3)C3(C2)CN(c2ccccc2)C3)cc1 (centres undefined)	-13.0%
COc1cc(C(=O)N(Cc2nc3ccccc3c(=O)[nH]2)C(C)C)cc(Cl)c1OCC(N)=O	8.5%
COc1ccc(CNC(=O)CN(c2cc(C(F)(F)F)ccc2Cl)S(C)(=O)=O)cc1	?
Cc1ccc(Nc2ccnc(N3CC4CCC(C3)N4CC(F)(F)F)n2)cc1	?
O=C(CCc1ncc(-c2ccc(F)cc2F)o1)N1CCN(S(=O)(=O)c2cc(F)ccc2F)CC1	9.7%
O=C(NCCCn1ccnc1)c1ccc(Cl)s1	20.5%
COc1ncccc1CNC(=O)c1nccnc1N	i
CSCC(=O)N1C[C@@H](NC(=O)Nc2cccc(SC)c2)C[C@H]1C(=O)N(C)CC(N)=O	20.1%
N#Cc1ccccc1NC1=CC(=O)CC(c2ccccc2)C1 (centres undefined)	17.1%
CCNC(=O)Nc1ccc(OCC(=O)NCc2ccc(N3CCOCC3)cc2)nc1	-9.4%
O=C1NC2(CCN(Cc3ccsc3)C2)Oc2ccccc21 (centres undefined)	-18.1%[86.2 µM]
Cc1cccc(-c2noc(-c3ccccc3OCC(=O)Nc3ccccc3[N+](=O)[O-])n2)c1	-16.6%
CCOc1cccc(C(=O)Nc2nnc(S(=O)(=O)N(C)c3ccc(C)cc3)s2)c1	4.3%
CCOC(=O)c1c(C)[nH]c(C)c1S(=O)(=O)N(C)CC(=O)N1CCN(c2ccc(Cl)cc2)CC1	13.8%
COc1ccc(C(=O)N2CCC(N3C(=O)C(OC)C34CCOCC4)CC2)cc1F (centres undefined)	21.4%
CCc1ccc(-c2nc(CN3CCCC(C(=O)NCc4ccccc4Cl)C3)c(C)o2)cc1 (centres undefined)	?
O=C(c1ccc(Cl)cc1)N1CC2(CCCN2Cc2cccnc2)Cc2ccccc21 (centres undefined)	-16.1%[115 µM]
CCn1nc(C(=O)Nc2ccc(SC(F)F)cc2)c2ccccc2c1=O	-9.4%
COc1cc(CSc2c(CC(C)C)cnc3c2c(=O)n(C)c(=O)n3C)cc(OC)c1	-8.0%
N=c1c2ccccc2nc2n1CCCCCCCCCCC2	2.6%
Cc1nc(-c2ccccc2)sc1C(=O)Nc1ccc(C(C)C)cc1	?
COCC(=O)N1CCCC(C(=O)NCc2ccccc2OC)CCNC(=O)CC1 (centres undefined)	16.4%
Cc1ccc(-c2cc3c(=O)n(CCNC(=O)Cc4ccsc4)ccn3n2)c(C)c1	12.9%
CCC(=O)N1CCC(C2CCN(CCC(C)C)C2)CC1 (centres undefined)	-22.3%
CN1CCN(C(CNC(=O)c2cccc(F)c2)c2ccc3c(c2)OCO3)CC1 (centres undefined)	7.7%

Remaining list, next part
SMILES	KDM5B inhibitor
COc1ccc(Cl)cc1NC(=O)Cn1c(SCc2cccc(C)c2)nc2ccncc21	-14.6%
O=C(NCc1ccccc1)C1CCCN(C2CCN(C(=O)c3ccoc3)CC2)C1 (centres undefined)	2.2%
CC(C)CCN(CC(=O)NCc1ccc(F)cc1)S(=O)(=O)c1ccccc1F	14.2%
COc1ccc2c(c1)OCC(C(=O)N1CCCN(c3ncccn3)CC1)C2 (centres undefined)	25.1µM*
COc1cc(C#N)ccc1OCc1ccccc1	8.9%
Cc1cccc(NC(=O)CN2C(=O)C(c3ccccc3)=NC23CCC(C)CC3)c1 (centres undefined)	-7.4%
CCN(CC)C(=O)C(NC(=O)c1ccc(F)cc1)C1CCN(C(=O)CC(C)C)CC1 (centres undefined)	-11.1%
O=C(N[C@@H]1CN(Cc2ccccc2F)C[C@H]1CO)c1ccccc1	-17.1%
CC(C)(C)NC(=O)NC(=O)COc1ccc2ccc(=O)oc2c1	?
COc1cc(C(=O)Nc2ccc3oc(=O)ccc3c2)cc(OC)c1OC	12.4%
COCc1ccc2c(c1)c(OC(C)(C)C(=O)N1CC(O)C1)nn2Cc1cccnc1	13.6%[86.2 µM]
Cc1ccccc1C(=O)N1CCC(N(Cc2csc(-c3cccs3)n2)S(C)(=O)=O)CC1	?
CC1=CCC(C(=O)O)C(C(=O)NC2CCCCC2)C1 (centres undefined)	27.8%
Cc1cc(C)n(CCC(=O)N2C[C@@H](CO)[C@H](c3ccccn3)C2)n1	13.8%
COc1cc(OC)c(NC(=O)c2cc3c(s2)-c2ccc(Cl)cc2SC3)cc1Cl	?
CCCCNc1nc(-c2ccc(NC(C)=O)cc2F)cs1	0.3%
Cc1cccc(OCCOC(=O)c2cc(C)nc3ccccc23)c1	4.5%
Cn1c(/C(C#N)=C/c2ccccc2Br)nc2ccccc21	?
COc1cccc(NC(=O)CSc2nc(-c3ccccc3Cl)nc3c2Cc2c(CO)cnc(C)c2O3)c1	0.5%
COCCn1c(C)cc(O)c(C(c2ccc(Cl)cc2)N2CCN(c3ccccc3)CC2)c1=O (centres undefined)	-6.8%
O=C(CN1C(=O)c2ccccc2S1(=O)=O)c1ccc2c(c1)OCCCO2	-6.6%
CCN(CC)c1cc(CCC(=O)O)ccn1	-16.0%
CCOc1ccc(C(=O)N2CCN(c3cc(=O)n4nc(-c5ccccc5C)sc4n3)CC2)cc1	-2.3%
CN(C)c1ccc(Nc2ncncc2-c2nc(-c3ccccc3)no2)cc1	19.5%
CN(Cc1ccccc1)Cc1cn([C@H]2CO[C@H]3[C@@H]2OC[C@@H]3NS(=O)(=O)c2cccs2)nn1	-25.8%

A different layout for 2 compounds above.
molecule,KDM5B inhibitor
COCc1ccc2c(c1)c(OC(C)(C)C(=O)N1CC(O)C1)nn2Cc1cccnc1,13.6%[86.2 µM]
Cc1ccccc1C(=O)N1CCC(N(Cc2csc(-c3cccs3)n2)S(C)(=O)=O)CC1,?

A draw from above in order of number of heavy atoms, high to low:
SMILES	KDM5B inhibitor
COc1cccc(NC(=O)CSc2nc(-c3ccccc3Cl)nc3c2Cc2c(CO)cnc(C)c2O3)c1	0.5%
CSCC(=O)N1C[C@@H](NC(=O)Nc2cccc(SC)c2)C[C@H]1C(=O)N(C)CC(N)=O	20.1%
Cc1cccc(NC(=O)CN2C(=O)C(c3ccccc3)=NC23CCC(C)CC3)c1 (centres undefined)	-7.4%
Cc1cccc(OCCOC(=O)c2cc(C)nc3ccccc23)c1	4.5%
N#Cc1ccccc1NC1=CC(=O)CC(c2ccccc2)C1 (centres undefined)	17.1%
COc1ncccc1CNC(=O)c1nccnc1N	i
CCN(CC)c1cc(CCC(=O)O)ccn1	-16.0%

Later entries.
SMILES	KDM5B inhibitor
CCCS(=O)(=O)N1CCc2n[nH]c(=O)n2CC1	37.5%
O=C(NC(c1ccccc1)c1cc2ccccc2o1)C1CCOCC1 (centres undefined)	21.5%
Cc1cccc(N2CCN(S(=O)(=O)c3ccc(-c4cc(C(F)(F)F)on4)s3)CC2)c1C	-17.3%
CC(=O)NCCC(=O)N1Cc2ccccc2CC2(CCN(CC3CCNCC3)CC2)C1	3.5%[115 µM]
Cn1ccc2cc(C(=O)N3CCN(Cc4ccccc4)CC3)ccc21	11.4%
COCc1cc(=O)n(CC(=O)Nc2ccc(F)cc2)c(N2CCOCC2)n1	-33.2%
Nc1c(Cl)ncnc1N/N=C/c1cccc(O)c1	?
CC1=NS(=O)(=O)N(C)C=C1C(=O)OCc1nc(C2CCCCC2)no1	-19.3%
COc1ccc(NC(=O)c2oc3ccc(S(=O)(=O)N(C)C4CCCCC4)cc3c2C)cc1	?
O=[N+]([O-])c1cccnc1Oc1ccc(F)cc1	0.7%
CCCc1nnc(NC(=O)c2cc(-c3ccccc3)on2)s1	16.1%
CCCNC(=O)c1ccc(NC(=O)CCc2ccccc2)cc1	1.5%
CCS(=O)(=O)N1CCc2cc(C(=O)N3CCN(c4ccc(OC)cc4)CC3)ccc21	-22.0%
CC(C)=CC(=O)Nc1ccc2c(c1)-c1ccccc1C2	6.5%
COc1ccc(C(=O)NCC(=O)N2CCCCCCNC(=O)CC2c2ccccc2)c(OC)c1 (centres undefined)	-9.3%
Cc1ccc(C(=O)N2CCC(n3cc(-c4nc(C5CC5)no4)nn3)C2)cc1C (centres undefined)	-8.3%
Cc1ccc(F)c(C(CC(=O)NCc2ccco2)c2c[nH]c3ccc([N+](=O)[O-])cc23)c1 (centres undefined)	-37.2%
COc1ccc(C(=O)N/C(=C\c2cccs2)C(=O)N2CCN(C)CC2)cc1OC	-15.1%
CN(C)C[C@@H]1CN(c2ncccn2)C[C@H]1NS(=O)(=O)c1cccs1	?
O=C(CN1CCN(c2nccs2)CC1)NCc1cccc(Cl)c1	6.5%
COC[C@@H]1CN(C(=O)c2ccc(C(C)(C)C)cc2)C[C@H]1c1nc(C)no1	18.6%
Cc1cccc(N2CCN(C(=O)c3cccc(-n4c(C)nc5cccnc54)c3)CC2C)c1 (centres undefined)	-14.4%
CCn1cc(CN2CCC(C(=O)Nc3ccc(Oc4ccccc4F)cc3)CC2)c(C)n1	-3.2%
CCOC(=O)/C(C#N)=C(\C=C\c1ccccc1OC(F)F)c1ccccc1	3.7%
COc1cc(SC)ccc1C(=O)N[C@H]1CCN2C(=O)[C@@H](CC(=O)O)NC(=O)[C@@H]2C1	-20.1%[86.2 µM]

Carrying on:
SMILES	KDM5B inhibitor
CN1CCC(NC(=O)C(C)(C)Oc2nn(Cc3cccc(Cl)c3)c3ccccc23)CC1	?
CCO[C@H]1CN(C2CCN(c3ccc(C)c(Cl)c3)CC2)C[C@@H]1O	?
CCC1Oc2ccccc2N(CC(=O)NCc2cc(OC)ccc2OC)C1=O (centres undefined)	-4.2%
Cc1c(C(=O)c2ccc[nH]2)oc2ccc(Cl)cc12	19.4%
CO[C@H]1[C@H](NC(=O)c2cn3ccsc3n2)c2ccccc2C12CCNCC2	?
Cc1ccc(C)c(-c2ccc(=O)n(Cc3ccc(F)cc3Cl)n2)c1	?
CC(C)(C)c1cc(NC(=O)CS(=O)(=O)c2ccccc2)on1	13.7%
COc1cc(C(=O)NCc2c(C)noc2C)ccc1OC1CCN(C(C)=O)CC1	12.1%
N#Cc1c(Nc2ccccc2C(F)(F)F)s[nH]c1=O	?
CC(C)Oc1ccc(-c2noc(-c3ncn4c3COC(c3ccc(F)cc3)C4)n2)cc1 (centres undefined)	3.6%
CCOc1ccccc1Nc1nc(-c2ccccc2)cs1	-14.6%
CCOc1ccccc1N1CCN(C(=O)c2c(Cl)cnn2C)CC1	2.4%
COc1cccc(C(=O)N(Cc2ccco2)c2ccccn2)c1	?
NC(=O)c1ccc(NC(=O)Cn2nc(-c3cccs3)c3ccccc3c2=O)cc1	11.6%
COc1ccc(C(=O)N2CCN3C(=O)N(Cc4ccccc4)C(=O)[C@H]3C2)cc1	16.9%[86.2 µM]
CC(C)Cn1c(CN(C)CCC2CCCCO2)cnc1S(=O)(=O)Cc1ccccc1 (centres undefined)	-15.0%
O=c1c(Cl)c(N2CCN(c3cccc(C(F)(F)F)c3)CC2)cnn1-c1nc2ccccc2s1	12.1%
O=C(O)CN1CCC(CO)CC1	19.8%
CCn1nnnc1SCC(=O)c1c(C)c(C)cc(C)c1C	0.7%
COc1ccc(NC(=O)COc2ncnc3ccc(Br)cc23)c([N+](=O)[O-])c1	-12.0%
CCOc1ccc(OCC)c(NS(=O)(=O)c2ccc3c(c2)CCN3C(=O)C2CCC2)c1	-19.8%
CCN(CC)C(=O)CN(C)c1nc2ccccc2o1	-1.7%
CN(C)C(=O)c1n[nH]c2c1CN(C(=O)c1cccc(C(F)(F)F)c1)CC2	0.9%
Cc1cccc(NC(=O)CSc2ncc3c(n2)-c2cc(C)ccc2N(C)S3(=O)=O)c1	?
Cc1ccc(C(=O)N2CCc3sc(C(=O)NCc4cc(F)cc(F)c4)cc3C2)cc1	-28.6%

Additional results follow:
SMILES	KDM5B inhibitor
CCOCCCNC(=O)c1cc(-c2ccncc2)nc2ccccc12	0.0%
COCCN1CCC(CNC(C)=O)CC1	3.6%
CN(C)c1ccc(C(=O)N2CCC[C@H]2c2nc(-c3ccccc3)no2)cc1	-26.7%
N#Cc1ccccc1S(=O)(=O)N[C@H]1CO[C@H]2[C@@H]1OC[C@@H]2n1nnnc1Oc1cccc(N2CCOCC2)c1	23.1%
CC(C)=CCC1(CO)CCCN(c2ncccc2C(=O)N2CCCC2)C1 (centres undefined)	-2.9%
Cc1[nH]c2ccc(F)cc2c1CC(=O)N(C)C1CCCC1	6.8%
CC(C)C(=O)N1CCN(c2nc3ccccc3o2)CC1	-3.4%
COCCN1C(=O)c2cccn2CC1CNC(=O)c1cccc(F)c1 (centres undefined)	-8.3%
C[C@@H](C(=O)N[C@@H](Cc1c[nH]c2ccccc12)C(=O)O)n1nnc2ccccc2c1=O	24.7%
COC(=O)CCNC(=O)C1CN(S(=O)(=O)c2cccnc2)CC12CCCCC2 (centres undefined)	-15.0%
COc1ccc(CNC(=O)c2ccc3nc(-c4ccc(F)cc4)c(-c4ccc(F)cc4)nc3c2)cc1	-12.4%
CC1=C(C(=O)Nc2ccccc2)C(c2ccc(F)cc2)n2nc(SCc3cc(C)ccc3C)nc2N1 (centres undefined)	-18.6%
CS(=O)(=O)c1nc(S(=O)(=O)c2ccc(Cl)cc2)c(NCCc2ccccc2)s1	22.5%
CCOc1ccc(CCNC(=O)c2cc(C)nc3ccccc23)cc1OCC	23.9%
CCCCN(Cc1ccccc1)c1ccc(C(=O)O)cc1NS(=O)(=O)c1ccc(C(C)=O)cc1	-1.3%
S=C(NCc1ccccc1)NCc1cccc(Cl)c1	18.2%
CCc1nc2c(=O)n(CC(=O)N3CCN(c4ccccc4F)CC3)nc(C)c2s1	-14.4%
COc1ccc(NC(=O)c2cnc3c(c2)N(c2ccccc2OC)CCC3)cn1	236.6%[activator][86.2 µM]
Cc1sc(-c2ccsc2)nc1-c1ccc(F)c(F)c1	-10.2%
O=C(O)c1cc2c(s1)CCN(C(=O)c1ccc(Cl)cc1)C2	-7.8%

KDM5B inhibitor: entries above that show a hit.
SMILES	KDM5B inhibitor
COc1ccc2c(c1)OCC(C(=O)N1CCCN(c3ncccn3)CC1)C2 (centres undefined)	25.1µM*
